Assay outcomes deposited in PubChem BioAssay by several laboratories.
West Nile virus CPE: West Nile virus antiviral activity, cell-based, CPE readout (AID 1621); one-dose CPE inhibition, % at 10 µM; IC50 in µM for titrated hits; 290,000 tested, 0.02% active; West Nile virus-infected cells, CPE inhibition; higher % means a stronger effect; in the data active = a potency from the dose series; inconclusive = CPE inhibition mostly from about 3.7% at the one dose, without a potency; inactive = the rest, 99 in 100 with CPE inhibition below about 2.2%; note: strong numbers were not always called active
NTR1 agonist: NTR1-driven beta-arrestin-GFP spot formation – imaging, U2OS cells, high content, primary screen (AID 493036) | 330,000 tested, 0.17% active | agonist mode | activation, % at 20 µM;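 active = activation at or above 40% of the spot to cytoplasm intensity ratio, with at least 20 cells analyzed; inconclusive = wells under 20 cells, flagged as cytotoxic or low count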;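 note: 0% = DMSO without peptide and 100% = 100 nM NTR1 peptide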
Target sequence (P30989 whole entry, looked up): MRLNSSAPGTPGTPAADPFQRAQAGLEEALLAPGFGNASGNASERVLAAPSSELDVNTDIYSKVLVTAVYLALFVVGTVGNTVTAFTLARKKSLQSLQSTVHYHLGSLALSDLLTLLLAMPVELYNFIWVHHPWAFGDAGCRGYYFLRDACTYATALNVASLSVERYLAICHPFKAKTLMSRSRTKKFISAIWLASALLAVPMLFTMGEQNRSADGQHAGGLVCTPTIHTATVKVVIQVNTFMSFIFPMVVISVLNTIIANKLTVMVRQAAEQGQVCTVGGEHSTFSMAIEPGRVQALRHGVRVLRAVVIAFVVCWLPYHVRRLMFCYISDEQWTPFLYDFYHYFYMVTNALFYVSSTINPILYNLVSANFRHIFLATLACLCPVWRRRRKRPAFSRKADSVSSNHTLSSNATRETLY
Rac1 GTP hydrolysis: MgcRacGAP GTPase-activating activity inhibitors, confirmation, biochemical, ADP Hunter fluorescence; MgcRacGAP-stimulated Rac1 GTP hydrolysis, ADP Hunter fluorescence; higher % means a stronger effect; GST-tagged Rac1 F28L mutant substrate; 340,000 tested, 0.6% active; one-dose inhibition, % at 30 µM; IC50 in µM for titrated hits;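 active = first-screen hits whose inhibition reached a set limit at any dose in the follow-up dose series; inconclusive = inhibition above the set first-screen limit but never retested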;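 note: fluorescence reports GDP produced by GAP-driven GTP hydrolysis; strong numbers were not always called active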
AID2073: inhibitors of Mint1-CaV2.2 protein interaction, biochemical, HTRF (AID 2073) | HTRF protein-protein interaction, Mint1-CaV2.2; higher % means a stronger effect | inhibition, % at 20 µM; hits with a dose series show IC50 in µM | 290,000 tested, 0.19% active; in the data active = inhibition mostly above about 51%, no sharp cut-off; inconclusive = no clear call, values can overlap the other calls; inactive = mostly below about 53%; note: some results filed as inactive read as strong as hits
Large T inhibition: TAg ATPase/helicase activity blockers – biochemical (AID 1903) | SV40 large T antigen ATPase/helicase inhibition assay; higher % means a stronger effect | inhibition, % at 20 µM, or IC50 in µM where a hit was titrated | 310,000 tested, 0.39% active; in the data active = a potency from the dose series; inconclusive = inhibition mostly from about 32% at the one dose, without a potency; inactive = the rest, 99 in 100 with inhibition below about 32%; note: strong numbers were not always called active
UTI89 phage lysis: protection from phage-mediated lysis, alamar blue read-out – E. coli UTI89, K1F phage, bacterial capsule biogenesis inhibitors (AID 488966). E. coli UTI89 K1F phage lysis, alamar blue, 2 h; higher % means a stronger effect. one-dose inhibition, % at 100 µM; IC50 in µM for titrated hits. 340,000 tested, 0.02% active;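 active = phage lysis inhibition, versus mean bacterial control, above a set limit; inconclusive = no clear call, values can overlap the other calls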;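 note: capsule biogenesis inhibitors block K1F phage lysis so surviving cells raise fluorescence; higher fluorescence means more inhibition of phage lysis; actives were called in the ten point dose series up to 300 µM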
Siah-1 displacement: Siah-1 peptide-binding antagonists, primary screen, biochemical, fluorescence polarization, rhodamine-plectin, uHTS (AID 1817). Siah-1 / rhodamine-plectin peptide fluorescence polarization; higher % means a stronger effect. one-dose displacement, % at 20 µM; IC50 in µM for titrated hits. 290,000 tested, 0.02% active;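 active = displacement of at least 50% at 20 µM, with a fluorescence ratio check between 0.3 and a set limit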;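 note: plate controls were Siah plus tracer with DMSO for no effect and tracer alone without Siah for full effect; strong numbers were not always called active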
Dengue-2 NS5 capping: flavivirus cap methylation enzyme inhibition – biochemical, confirmation dose response, primary screen (AID 588689) | Dengue-2 NS5 methyltransferase capping enzyme assay, biochemical; higher % means a stronger effect | inhibition, % at 25 µM, or IC50 in µM where a hit was titrated | 340,000 tested, 0.3% active; in the data active = a potency from the dose series; inconclusive = inhibition above about 29% without an active follow-up result
RSV antiviral HEp-2: inhibition of RSV-induced cytopathic effect – HEp-2 cells, primary 10 µM value included (AID 2391). CPE inhibition, % at 10 µM; hits with a dose series show IC50 in µM. HEp-2 cells, RSV-induced CPE inhibition; higher % means a stronger effect. 310,000 tested, 0.13% active; in the data active = a potency from the dose series; inconclusive = CPE inhibition mostly from about 23% at the one dose, without a potency; inactive = the rest, 99 in 100 with CPE inhibition below about 21%; note: strong numbers were not always called active
NTR1 agonist cell count 20 µM: further read-out of NTR1 agonist, marked with its call; cell count; measured here: cell count, cytotoxicity flag
Dengue-2 NS5 capping pilot replicate: second read-out of Dengue-2 NS5 capping, no call of its own (marks repeat the call); inhibition, %; measured here: pilot screen replicate inhibition
An asterisk follows results filed as active; ? = inconclusive; . = not tested or not shown; [ ] = another dose, or the depositor's remark.

SMILES | West Nile virus CPE | NTR1 agonist | NTR1 agonist cell count 20 µM | Rac1 GTP hydrolysis | AID2073 | Large T inhibition | UTI89 phage lysis | Siah-1 displacement | Dengue-2 NS5 capping | RSV antiviral HEp-2 | others
CC(=O)Nc1ccc(NC(=O)C(C)Oc2ccccc2F)cc1 (stereo unspecified) | 0.7% | 0.0 | 90 | 1% | 0% | 1% | -0.2% | 2% | -11% | 1.6%
COC(=O)N/N=C/c1ccc([N+](=O)[O-])s1 | -1.9% | 1.9 | 64 | 7% | 1% | 10% | -16% | 22% | -5% | 3.3%
CCOc1ccccc1Oc1cn[nH]c1-c1ccc(OCC(=O)NN)cc1O | -0.5% | 2.4 | 87 | 9% | 10% | -2% | -0.1% | 1% | -7% | 0.6%
Cc1cc(C)c(NC(=O)CSc2nc3ccc(NC(=O)CSc4nnnn4-c4ccccc4)cc3s2)c(C)c1 | -0.7% | 5.3 | 76 | 6% | 4% | 6% | 1.1%[50 µM] | 2% | 3% | 3.0%
C[C@H](CO)N1C[C@H](C)[C@@H](CN(C)Cc2ccccc2)Oc2ccc(NC(=O)CCCCCC(=O)Nc3ccccc3N)cc2C1=O | . | 0.2 | 47 | 8% | . | . | 0.8% | . | -2% | .
COCCNS(=O)(=O)c1ccc(C)c(C)c1C | -0.2% | -0.3 | 23 | -6% | -3% | 10% | 1.1% | -7% | -5% | 3.4%
CC(=O)Nc1nc(S(=O)(=O)c2ccc(C)cc2)c(Cl)s1 | 0.1% | 6.1 | 86 | 6% | 4% | 0% | 0.2% | 4% | 0% | ?
O=C(O)c1ccc2c(c1)NC(=O)C(N1CCCC1)S2 (stereo unspecified) | -0.2% | -0.9 | 66 | 12% | -12% | 3% | 4.5% | -6% | -10% | 1.4%
COc1cccc(CNC(=O)C2CCCN(S(=O)(=O)c3cccc4nonc34)C2)c1 (stereo unspecified) | -1.0% | -0.9 | 44 | 3% | -6% | -4% | 0.5% | -2% | -6% | 0.2%
CCOC(=O)c1[nH]c(C)c(C(=O)N2CCN(c3ccccc3OC)CC2)c1C | -1.1% | -1.7 | 88 | 2% | -16% | 5% | 1.4% | 0% | . | 2.0%
COc1ccc(-c2sc(NC(C)=O)nc2-c2ccccc2)cc1 | -1.0% | 8.4 | 61 | 2% | -8% | 8% | -0.5%[50 µM] | 3% | -6% | 13%
Cn1cccc1C(=O)C(=O)Nc1cc(Cl)cc(Cl)c1 | 0.1% | 13 | 51 | -3% | 0% | 6% | 0.1% | 2% | . | 3.4%
COc1cccc(-c2nnn(CC(=O)N(CC(C)C)C3CCS(=O)(=O)C3)n2)c1 (stereo unspecified) | . | -0.7 | 58 | -5% | . | 12% | 0.1%[50 µM] | . | -5% | -0.6%
COc1cc(NC(=O)c2ccc(-c3cccc(F)c3)o2)ccc1NC(=O)c1ccccc1Cl | . | 4.1 | 42 | 4% | . | . | 0.2% | . | -4% | .
COc1cccc(CN2CC(C(=O)NCc3ccc(C)o3)CCC2=O)c1 (stereo unspecified) | 1.8% | -0.8 | 61 | 4% | 4% | . | 0.4% | 1% | -9% | .
O=C(NCCc1ccncc1)Nc1ccc(Cl)cc1 | -0.4% | -1.8 | 92 | 9% | 4% | 1% | 0.1% | 3% | -6% | 1.7%
CCN(C(=O)COC(=O)c1cc2c(s1)CCCCC2)C1CCS(=O)(=O)C1 (stereo unspecified) | -0.1% | 1.3 | 68 | 8% | -1% | 3% | 0.0% | 13% | -5% | 3.2%
CC(=O)c1cccc(NC(=O)c2cccc(NC(=O)c3ccco3)c2)c1 | ? | 0.1 | 76 | 9% | -4% | 12% | -0.1% | -2% | 1% | 1.4% | Dengue-2 NS5 capping pilot replicate=-3.9
COCc1cc(C)nc(N2CCNCC2)c1C#N | 0.0% | 0.5 | 75 | 6% | -4% | 5% | 0.3% | -2% | -4% | 0.6% | Dengue-2 NS5 capping pilot replicate=4.9
Cc1nc2ccccc2c2nc(N)nn12 | 0.1% | -0.1 | 52 | 14% | 14% | 9% | 0.8% | 5% | -2% | 4.7%
CCN(C[C@H]1N[C@@](Cc2ccccc2)(C(=O)OC)[C@H]2C(=O)N(Cc3ccccc3)C(=O)[C@@H]12)C(=O)c1ccc(F)cc1 | . | 5.5 | 45 | 7% | . | . | 0.6% | . | -1% | . | Dengue-2 NS5 capping pilot replicate=-6.1
C#CC[N+]1(CC#Cc2ccccc2)CCCC1 | -0.2% | -0.6 | 52 | 12% | 3% | 7% | 1.4% | -3% | -4% | 1.9%
CC(C)(C)OC(=O)N1CCN(CCNC(=O)c2ccccc2)CC1 | -1.3% | 0.6 | 83 | -1% | 5% | 9% | 0.1% | 4% | 5% | 1.6%
CCOc1ccc2[nH]c(=O)c(CN(CCc3ccccc3)C(=O)c3cnccn3)cc2c1 | -0.4% | 1.1 | 46 | 13% | 8% | 3% | -0.1% | -2% | 9% | -1.2%
Cc1cccc(NS(=O)(=O)c2cccc(C(=O)N3CCC3)c2)c1 | . | 3.8 | 42 | 1% | . | . | 0.3%[50 µM] | . | -2% | -0.8%

Next section; it opens with the 3 that closed the last part.
SMILES | West Nile virus CPE | NTR1 agonist | NTR1 agonist cell count 20 µM | Rac1 GTP hydrolysis | AID2073 | Large T inhibition | UTI89 phage lysis | Siah-1 displacement | Dengue-2 NS5 capping | RSV antiviral HEp-2 | others
CC(C)(C)OC(=O)N1CCN(CCNC(=O)c2ccccc2)CC1 | -1.3% | 0.6 | 83 | -1% | 5% | 9% | 0.1% | 4% | 5% | 1.6%
CCOc1ccc2[nH]c(=O)c(CN(CCc3ccccc3)C(=O)c3cnccn3)cc2c1 | -0.4% | 1.1 | 46 | 13% | 8% | 3% | -0.1% | -2% | 9% | -1.2%
Cc1cccc(NS(=O)(=O)c2cccc(C(=O)N3CCC3)c2)c1 | . | 3.8 | 42 | 1% | . | . | 0.3%[50 µM] | . | -2% | -0.8%
CCNc1nc(NCC)nc(OCCOC(=O)COc2ccc(Cl)cc2Cl)n1 | 0.4% | 0.6 | 49 | 4% | 1% | -31% | -0.3% | -1% | -3% | 3.2%
Cc1ccc(CCC(=O)Nc2ncc(Cc3cccc(Cl)c3Cl)s2)o1 | 0.1% | 2.0 | 44 | 5% | 26% | -37% | 0.7% | 2% | -2% | 1.8%
CCCn1c(Cc2ccccc2)nnc1SC(C)C(=O)NC1CC1 (stereo unspecified) | . | -0.7 | 93 | 0% | . | . | 0.6%[50 µM] | . | 6% | 0.9%
COC(=O)c1sc(NC(=O)c2cc(C)on2)nc1C | -0.3% | 0.4 | 57 | 1% | 6% | 17% | -0.4%[50 µM] | -3% | -3% | 1.4%
COc1ccc(/C=N/NC(=O)c2cc[n+]([O-])cc2)cc1O | 0.9% | 14 | 50 | 38µM* | -7% | 29% | -0.4% | -7% | 2% | 0.9%
Cn1c(NC(=O)c2ccc(Br)o2)cc(=O)n(C)c1=O | 0.4% | 0.9 | 35 | 8% | -4% | 4% | 0.5% | -3% | 9% | 0.8%
O=C(Nc1ccc(C(=O)O)cc1)/C(=C\c1ccco1)NC(=O)c1ccc(Br)o1 | -0.2% | -1.7 | 38 | 12% | -2% | 8% | 0.1% | 1% | -6% | 1.7%
COC(=O)C1=C(C)N(CC2CCCO2)C(=O)/C1=C\c1ccc(O)cc1 (stereo unspecified) | 0.5% | 3.4 | 71 | 25µM* | -3% | 22% | 0.5% | -6% | -6% | 1.3%
Clc1ccc(C(Cn2ccnc2)OCc2c(Cl)cccc2Cl)c(Cl)c1 (stereo unspecified) | . | 12 | 65 | 9% | . | 0% | -3.3% | . | -7% | -2.1%
COc1cccc(NC(=O)Nc2cc(C(=O)NCC3CCCO3)ccc2N2CC3CC(C2)c2cccc(=O)n2C3)c1 (stereo unspecified) | 0.7% | 0.9 | 62 | 3% | 11% | -4% | 0.1% | -6% | 0% | 0.8%
CCCc1cc(=O)oc2cc(C)cc(OCC(=O)NCc3ccccn3)c12 | -0.3% | 0.8 | 57 | 4% | 19% | 30% | 0.2% | 5% | -9% | 1.1%
Cc1ccc(NS(=O)(=O)c2ccc(C(=O)NCc3cccnc3)cc2)cc1 | -0.8% | -0.6 | 77 | 8% | 3% | 26% | 0.0% | -4% | 1% | 12%
CS(=O)(=O)NCCSCc1ccco1 | -0.2% | -0.5 | 44 | 5% | -14% | 12% | 1.4%[50 µM] | 2% | 0% | 0.5%
C=CCc1cccc(CNc2ccc(Br)cc2)c1O | -0.9% | 3.7 | 41 | 8% | 8% | 1% | -0.5% | 0% | 0% | 7.0%
O=c1c2ccccc2nc(SCc2cccc(F)c2)n1C1CCCC1 | -0.8% | 19 | 53 | 5% | -1% | 10% | 2.3% | 2% | -2% | 11%
CCOc1ccc(NC(=O)NCCN2CCN(c3ccccc3F)CC2)cc1 | -0.5% | -0.8 | 108 | . | 21% | 5% | -0.4%[50 µM] | 0% | 3% | 0.4%
Cc1ccc(NC(=O)CSc2nnc(-c3cccs3)o2)cc1S(=O)(=O)N1CCCCC1 | -0.9% | 1.1 | 62 | 8% | 30% | 18% | 4.5% | 0% | -14% | 8.1%
COc1cccc(N2CCN(Cc3nc4scc(-c5ccccc5)c4c(=O)[nH]3)CC2)c1 | -0.6% | 0.3 | 39 | 10% | 14% | 18% | 7.6% | 8% | -8% | 1.5%
Cc1c(Cl)cccc1NC(=O)CSc1sc2c(O)cc(=O)[nH]c2c1C#N | 0.6% | -0.9 | 45 | 7% | 35% | 13% | -0.1% | -3% | 13% | 1.4%
O=C(COc1ccccc1Cl)NCc1ccncc1 | -0.3% | -1.4 | 90 | 2% | -6% | 5% | 1.8% | -4% | -2% | 1.9%
COc1ccc(Cc2nnc(SCC(=O)Nc3ccc(C)c(Cl)c3)[nH]c2=O)cc1 | . | 0.9 | 48 | 6% | . | 8% | 0.1%[50 µM] | . | -3% | 3.6%
O=C(CSc1nc(=O)n(CCCN2CCOCC2)c2c1CCCC2)Nc1cccc(F)c1 | . | 0.5 | 66 | 4% | . | 4% | 2.3%[50 µM] | . | -9% | -1.6%
Cc1cc(C)c(S(=O)(=O)N2CCN(C3CC(=O)N(c4ccccc4Cl)C3=O)CC2)c(C)c1 (stereo unspecified) | . | 7.3 | 51 | 6% | . | . | -0.2%[50 µM] | . | -12% | .
O=C(O)C(Cc1c[nH]c2ccccc12)NS(=O)(=O)c1ccccc1 (stereo unspecified) | 0.2% | 0.1 | 57 | 2% | 1% | 5% | 2.6% | -1% | 1% | 0.9%
COc1ccc(F)cc1C(=O)C1CCCN(Cc2cnc(N3CCCC3)s2)C1 (stereo unspecified) | -0.7% | -1.5 | 65 | 0% | -5% | 7% | 0.0% | 12% | -6% | -0.2%
